# Screening data from PubChem BioAssay.
# L3MBTL1 inh = L3MBTL1 (human) inhibition; AlphaScreen L3MBTL1–H3K9me1 peptide binding; Potency, µM (doses to about 57.1 µM), inactives show at the top dose activity, negative = inhibition, most hits filed as inhibitors; 230,000 compounds, 0.66% hits; AID 485360; also: % is scaled to controls: 0 for no effect and ±100 for the full control effect; nearly all actives have a fitted effect of over 60% in size
#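 Displacement of a biotinylated histone H3(1-15) peptide monomethylated at Lys9 (75 nM) from L3MBTL1 (50 nM) was measured by AlphaScreen after a 30 min room-temperature compound incubation; cefsulodin titration served as intraplate control.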
# KinaseGlo FLuc = Kinase-Glo luciferase inhibition (counter-screen); 200,000 compounds, 0.28% hits; Potency, µM (titrated, usually from 38.3 µM), for the others: top-dose activity change, negative = inhibition, hits mostly inhibitors; AID 1379; Kinase-Glo luciferase, ATP luminescence, 8 min; also: % is scaled to controls: 0 for no effect and ±100 for the full control effect; nearly all actives have a fitted effect of over 60% in size
#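 Recombinant Kinase-Glo luciferase, 10 uM ATP (linear range), luciferin; imidazole pH 7.2 / KCl / MgCl2 / Tween / BSA buffer; 8 min RT; luminescence.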
# ALDH1A1 inh = inhibitors of human aldehyde dehydrogenase 1A1; P00352; 220,000 compounds, 7.3% hits; AID 1030; Purified ALDH1A1, NADH fluorescence, propionaldehyde substrate; Potency, µM (top dose mostly 75.3 µM), for inactives: at the highest dose activity, negative = inhibition, actives largely listed as inhibitors; active = well fitted inhibition curve with a large enough effect, not every such curve was filed as active; inconclusive = small, poorly fitted or top-dose-only effect, or another doubt; inactive = no such curve, though single readings can be large or run the other way;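 also: plate controls were no enzyme wells and a reference inhibitor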
# Target sequence (P00352 whole entry, looked up): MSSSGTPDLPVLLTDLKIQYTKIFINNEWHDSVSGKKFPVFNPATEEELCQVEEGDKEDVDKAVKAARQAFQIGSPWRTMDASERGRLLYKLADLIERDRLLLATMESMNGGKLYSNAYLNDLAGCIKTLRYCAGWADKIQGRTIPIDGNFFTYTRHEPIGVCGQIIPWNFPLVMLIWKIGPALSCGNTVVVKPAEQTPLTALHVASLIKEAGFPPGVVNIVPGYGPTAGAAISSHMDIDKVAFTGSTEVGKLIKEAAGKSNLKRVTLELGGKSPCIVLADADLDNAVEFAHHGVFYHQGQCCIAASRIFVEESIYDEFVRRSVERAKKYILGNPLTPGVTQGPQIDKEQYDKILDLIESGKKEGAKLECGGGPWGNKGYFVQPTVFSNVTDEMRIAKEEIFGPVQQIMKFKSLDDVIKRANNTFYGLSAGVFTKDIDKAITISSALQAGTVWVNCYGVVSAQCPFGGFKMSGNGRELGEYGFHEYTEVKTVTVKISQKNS
# Tau ThT inhib = inhibitors of human tau fibril formation, thioflavin T binding | recombinant tau K18 P301L (four-repeat tau fragment), heparin-induced fibrillization, ThT fluorescence | Potency, µM (highest dose often 57.4 µM), for inactives: at the top dose activity, negative = inhibition, hits mostly inhibitors | 270,000 compounds, 2.1% hits; also: % is scaled to controls: 0 for no effect and ±100 for the full control effect; nearly all actives have a fitted effect of over 55% in size
# Target sequence (P10636 561-689 P618L limits assumed): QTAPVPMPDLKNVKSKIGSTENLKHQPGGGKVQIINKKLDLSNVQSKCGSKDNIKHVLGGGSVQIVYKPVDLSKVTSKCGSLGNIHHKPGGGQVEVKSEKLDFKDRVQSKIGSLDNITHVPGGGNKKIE
#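 Heparin-induced (20 uM) aggregation of recombinant human K18 P301L tau, 15 uM unlabeled with 0.24 uM labeled, pH 7 acetate buffer, 6 hr at 37 C with compound. Fibrils quantified by 30 uM ThT fluorescence after 1 hr ambient incubation.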
# SMN2 splice enh = SMN2 splice variant enhancement; HEK293 SMN2-luciferase splicing reporter, luminescence, 30-36 h; Potency, µM (top dose mostly 46.1 µM), for the others: at the top dose activity change, positive = activation, actives largely listed as activators; 210,000 compounds, 2.8% hits; AID 1458; also: % of control where 0% means no effect; nearly all actives have a fitted effect of over 55% in size
#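 HEK293 cells carry an SMN2 minigene-luciferase reporter in which exon 7 inclusion puts luciferase in frame. Cells were seeded at 2000 cells/well, attached for 10-12 hours, then exposed to compounds for 30-36 hours at 37C before ONE-Glo luminescence.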
# Lamin A splicing = modulators of lamin A splicing; Potency, µM (titrated, usually from 46.1 µM), without a hit: top-dose ratio change, negative = inhibition, hits mostly inhibitors; 200,000 compounds, 0.01% hits; HeLa LMNA splicing GFP/RFP minigene ratio, 48 h; active = well fitted inhibition curve with a large enough effect in the signal ratio, with a control signal flat, not every such curve was filed as active; inconclusive = small, poorly fitted or top-dose-only effect, or effect the other way, or a change in a side signal; the % refers to the signal ratio; also: % is scaled to controls: 0 for no effect and ±100 for the full control effect
#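 Read-out is the ratio of GFP to DsRed2 object intensity, acquired by 488 nm laser-scanning cytometry on HeLa lamin A-EGFP minigene reporter cells. Compound incubation 48 hrs at 37 °C in Opti-MEM with 2% FBS; DMSO 0.5% final.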
# RECQ1 helicase = inhibitors of human RECQ1 DNA helicase | Potency, µM (top dose mostly 57.3 µM), for the others: top-dose activity, negative = inhibition, most hits filed as inhibitors | AID 2549 | RECQ1 DNA unwinding, red fluorescence kinetic read | 240,000 compounds, 0.54% hits;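 also: plate controls were vehicle for no effect and no enzyme for full effect; nearly all actives have a fitted effect of over 30% in size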
#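 50 nM RECQ1T1 preincubated 15 min with compound in Tris pH 8.0 buffer with MgCl2, DTT, Tween-20 and 2.5 ug/ml poly(dI-dC); started with 200 nM TAMRA/BHQ-2 forked duplex and 2 mM ATP. Unwinding read as fluorescence (525/598 nm), two reads 2 h apart.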
# JMJD2E inh = JMJD2E (human) inhibition; B2RXH2; JMJD2E catalytic domain, FDH-coupled NADH fluorescence (FDH is formaldehyde dehydrogenase); Potency, µM (titrated, usually from 57.1 µM), inactives show top-dose activity change, negative = inhibition, usual class: inhibitors; 230,000 compounds, 1.6% hits; AID 2147; active = well fitted inhibition curve with a large enough effect, not every such curve was filed as active; inconclusive = small, poorly fitted or top-dose-only effect, or another doubt; inactive = no such curve, though single readings can be large or run the other way;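 also: 0% = wells with enzyme and -100% = buffer wells without enzyme; nearly all actives have a fitted effect of over 50% in size; many of its hits are not listed in these tables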
# Target sequence (B2RXH2 1-337 limits assumed): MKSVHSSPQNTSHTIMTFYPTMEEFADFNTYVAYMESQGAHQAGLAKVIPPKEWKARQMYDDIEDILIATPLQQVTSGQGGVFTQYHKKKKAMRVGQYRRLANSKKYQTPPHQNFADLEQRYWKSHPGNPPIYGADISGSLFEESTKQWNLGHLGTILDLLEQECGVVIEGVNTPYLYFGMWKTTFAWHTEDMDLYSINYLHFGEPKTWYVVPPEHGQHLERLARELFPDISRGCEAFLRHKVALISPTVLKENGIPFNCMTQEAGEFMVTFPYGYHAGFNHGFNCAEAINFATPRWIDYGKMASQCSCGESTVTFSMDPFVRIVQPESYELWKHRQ
# * hit, by the source's call; i = inactive; ? = inconclusive; . = no result given; & = joins results of further samples; [ ] = dose if it differs, or a comment. Unless noted, calls follow the shape of the dose curve; as a rule, active = well fitted curve in the direction sought with a large enough effect; inconclusive = small, poorly fitted or top-dose-only effect, or another doubt; inactive = no such curve, though single readings can be large; an effect the other way counts as inactive or inconclusive. Potency is read from the fitted curve at half-maximal effect. The list is partial; the hit share may differ from the screen's.
# The line under a structure holds: L3MBTL1 inh | KinaseGlo FLuc | ALDH1A1 inh | Tau ThT inhib | SMN2 splice enh | Lamin A splicing | RECQ1 helicase | JMJD2E inh
COC(=O)[C@@H]1C[C@@]2(O)[C@@H](O)[C@@H](O)[C@@H](O)C[C@H]2N1CC(c1ccccc1)c1ccccc1
    . | -1.5% | -12.5% | 5.1%&5.3% | -5.0% | . | -6.5% | ?
COc1ccc(N2CCN(C(=O)Cn3nnc(-c4ccccc4N)n3)CC2)cc1
    . | -0.5% | -5.4% | ? | -58.0%[inhibitor] | 4.2%[46 µM] | 5.0% | 1.2%
O=C1CC(/C=C/c2ccc([N+](=O)[O-])cc2)=Nc2ccccc2N1
    -12.7% | . | ? | 3.98µM* | . | . | -15.5% | ?
Cc1ccc(C)c(NC(=O)CCC(=O)NNC(=O)C(c2ccccc2)c2ccccc2)c1
    4.3% | -0.3% | 6.9% | 2.6% | -13.1% | 13.1% | -6.6% | 5.5%
CCC(=O)N1N=C(c2ccccc2)CC1c1ccc([N+](=O)[O-])cc1 (configuration not stated)
    -12.7% | -1.5% | ? | 10.6% | -1.9% | 6.4% | -0.2% | 6.2%
O=C(CSc1nnc(COc2ccc(F)cc2)o1)N1c2ccccc2CCc2ccccc21
    -2.3% | -0.8% | 3.16µM* | 7.0% | -27.3% | ? | i | -4.2%
O=C(c1ccc(=O)[nH]n1)N1CCN(S(=O)(=O)c2ccc3ccccc3c2)CC1
    ? | 3.8% | ? | -4.1% | -16.9% | ? | -4.9% | 0.7%
O=C(O)CCSc1nc2ccccc2c(=O)[nH]1
    -12.8% | 2.0% | 12.0% | -3.0% | -4.5% | -5.5% | 0.2% | -27.1%
COc1ccc(/C=N/Nc2ncc(C(F)(F)F)cc2Cl)cc1OC
    -9.6% | -1.8% | ? | -4.1% | . | 11.0% | -5.3% | 3.0%
CC(CN(C)C)CN1c2ccccc2Sc2ccccc21 (configuration not stated)
    -0.2% | -4.1% | -4.6% | -13.5% | -5.6% | . | -2.3% | -11.6%
CC1c2[nH]c3ccccc3c2CCN1C(=O)Nc1ccccc1 (configuration not stated)
    2.1%[11.4 µM] | 1.8% | -2.1% | -1.7% | -12.2% | ? | 2.2% | 3.7%
Cc1noc2c1C(c1ccc(N(C)C)cc1)C1=C(CC(C)(C)CC1=O)N2 (configuration not stated)
    . | -3.9% | 22.4µM* | ? | 16.9% | 0.1% | -1.0% | ?
NS(=O)(=O)c1ccc(Nc2nc(-c3ccccc3)cs2)cc1
    . | -4.4% | 0.9% | ? | -10.2% | 3.1% | i | -2.1%
Cc1cc(Sc2nc(NC(C)(C)C)nc(N3CCOCC3)n2)nc(Cl)n1
    5.7% | 0.5% | 6.3% | -3.2% | -13.3% | -8.2% | -6.7% | 2.9%
COc1ccccc1CCc1nnc(CCC(=O)NC(C)Cc2cccnc2)o1 (configuration not stated)
    13.1% | 1.6% | -1.6% | -10.5% | . | . | i | -9.2%
CCCCNS(=O)(=O)c1ccc2nc(-c3cccnc3)cc(C(=O)NC(C)CC)c2c1 (configuration not stated)
    5.6% | -0.1% | 6.2% | -7.2% | -1.8% | -6.0% | -5.0% | -25.9%
CCOc1ccc(C(=O)Cc2cc(OC)c(OC)cc2[N+](=O)[O-])cc1
    -0.3% | 0.9% | 5.2% | -0.1% | -4.3% | -4.9% | -6.1% | 10.5%
CCOc1ccccc1-n1c(SCC(N)=O)nnc1-c1ccco1
    . | -0.8% | 25.1µM* | 0.2% | . | -6.1% | i | -17.8%
COc1ccc(NC(=O)COC(=O)[C@@H](NC(=O)c2c(F)cccc2F)C(C)C)cc1
    22.2% | -0.4% | ? | 1.4% | 3.6% | . | -7.9% | 3.9%
O=C(Cc1ccc(Br)cc1)N(Cc1ccccc1)c1ccccn1
    19.9% | 1.0% | -3.4% | -4.3% | -15.6% | 22.0%[46 µM] | i | -21.1%
CCOC(=O)c1ccc(-c2c(C)cc3oc(=O)cc(-c4ccccc4)c3c2C)cc1
    -3.8% | 1.1%[39.9 µM] | -4.4% | -20.8%[81.4 µM] | . | . | -3.6%[81.1 µM] | .
CCOc1ccc(/C=N/OCC(=O)NCc2cccs2)cc1
    1.5% | 1.8% | 2.2% | -9.0% | 4.3% | -7.8% | -2.5% | 0.8%
O=C(O)c1oc2ccccc2c1CN1CCN(c2ccccc2)CC1
    . | -1.1% | -0.9% | -6.3% | 7.8% | 1.3% | i | 0.7%
O=C(CCc1ccccc1)NN1C(=O)C2C3C=CC(O3)C2C1=O (configuration not stated)
    -12.8% | 2.0% | 13.9% | 12.7% | -29.0% | . | i | -9.8%
O=C(CSc1nc(C2CCCCC2)n(-c2ccccc2)n1)NCCN1C(=O)CSC1=O
    4.3% | -2.7% | 2.5% | 4.8% | -2.2% | 3.4% | -17.7% | 6.1%
CCOC(=O)C1CCCN(c2ncnc3c2cnn3-c2cccc(C)c2)C1 (configuration not stated)
    15.3% | 0.7% | ? | ? | 17.4% | 1.6% | -14.1% | -8.9%
Cc1ccc2nc(N(CCCN(C)C)C(=O)COc3ccc(Cl)cc3)sc2c1
    . | 0.2% | 7.8% | -8.1% | -8.8% | 2.4%[9.22 µM] | 4.0% | 4.2%
Cn1nc(C(=O)NCCOc2ccccc2)c2ccccc2c1=O
    . | -2.1% | ? | -7.9% | -17.0% | ? | -0.6% | -4.5%
Cc1ccc(C(=O)NNC(=S)Nc2cccc(Cl)c2Cl)cc1[N+](=O)[O-]
    . | -1.8% | 2.82µM* | 25.1µM* | -25.7% | ? | -3.5% | 4.5%
O=c1oc2c(CN3CCCCC3)c(O)ccc2c2c1CCCC2
    . | -1.4% | ? | -0.2% | -10.9% | -2.5% | -1.7% | ?
CCN(Cc1ccncc1)C(=O)c1cccs1
    -2.7% | -18.3% | 6.3% | -11.0% | -13.5% | -5.2% | -7.4% | 0.6%
C/C(Cl)=C\Cn1c(N2CCCC2)nc2c1c(=O)[nH]c(=O)n2C
    -2.6% | -2.2% | -4.0% | -4.6% | 16.3% | -4.1% | i | 1.5%
COc1ccc(NC(=O)C2=C(C)NC(=S)NC2c2ccc(O)c(OC)c2)cc1 (configuration not stated)
    0.4% | -3.0% | ? | -9.3% | . | 19.6%[46 µM] | 0.4% | -0.9%
Cc1nc2c([N+](=O)[O-])c(C)c(C)cc2[nH]1
    -9.9% | -0.2% | 13.3% | 0.0% | -5.1% | -0.7%[46 µM] | -0.6% | -4.4%
CNC(=O)c1ccccc1NC(=O)c1c(O)c2c([nH]c1=O)CCCC2
    11.0%[11.4 µM] | 0.9% | ? | -4.7% | 6.4% | -2.4% | ? | -12.6%
CC1CCN(CCCOc2ccc(OCc3ccccc3)cc2)CC1
    -11.5% | -3.5% | ? | -9.2% | 4.5% | ? | i | ?
Cc1ccc(C(=O)N2CCc3ccccc32)o1
    -3.0% | 12.6µM* | 2.7% | ? | 7.94µM* | -12.9% | -5.7% | -4.9%
COc1ccc(-c2cc(C(F)(F)F)nc(-n3cc(Br)cn3)n2)cc1
    . | 2.2% | ? | -18.5% | -36.1%[inhibitor] | 4.2% | -11.8% | ?
CCCCC1=CC2=C(c3ccco3)C(=O)C(C)(OC(=O)c3ccc(OC)cc3)C(=O)C2=CN1CCOC (configuration not stated)
    . | -0.5%[7.66 µM] | 5.7%[13.5 µM] | ? | -10.5%[9.22 µM] | -7.4%[9.22 µM] | 5.8%[11.5 µM] | -7.8%[11.4 µM]
CC(C)(C)N(NC(=O)c1ccccc1)C(=O)c1ccc(C(=O)N(NC(=O)c2ccccc2)C(C)(C)C)cc1
    3.9% | 1.1% | 3.5% | -5.1% | 0.4% | -11.8% | 3.3% | 2.8%

# 2 compounds from above, reduced to SMN2 splice enh.
smiles,SMN2 splice enh
CCC(=O)N1N=C(c2ccccc2)CC1c1ccc([N+](=O)[O-])cc1 (configuration not stated),-1.9%
O=C(CSc1nnc(COc2ccc(F)cc2)o1)N1c2ccccc2CCc2ccccc21,-27.3%

# (cont.)
# The line under a structure holds: L3MBTL1 inh | KinaseGlo FLuc | ALDH1A1 inh | Tau ThT inhib | SMN2 splice enh | Lamin A splicing | RECQ1 helicase | JMJD2E inh
O=S(=O)(Nc1ccc(-c2nc3cccnc3s2)cc1)c1ccccc1F
    1.6% | . | . | -8.1% | . | . | 3.1% | ?
COc1ccc([C@@H]2CC(=O)c3c(O)cc(O[C@H]4O[C@@H](CO[C@H]5O[C@@H](C)[C@@H](O)[C@@H](O)[C@@H]5O)[C@@H](O)[C@@H](O)[C@@H]4O)cc3O2)cc1O
    . | -0.9%[17.1 µM] | 11.2%[20.9 µM] | . | 3.1%[20.6 µM] | -11.2% | -0.9%[25.9 µM] | -0.8%[25.5 µM]
Cc1c(C(=O)Nc2ccc(-n3cnnn3)cc2)oc2ccccc12
    ? | 2.7% | 2.9% | -7.3% | 12.4% | 12.9% | -6.7% | ?
CCOc1cc(C2C3=C(CCCC3=O)N(C)C3=C2C(=O)CCC3)cc(Cl)c1O
    -13.5% | 0.3% | -3.8% | -12.6% | -6.0% | -6.7% | -7.9% | ?
O=C(NCCC1=CCCCC1)C(=O)NCC1OCCCN1S(=O)(=O)c1ccccc1 (configuration not stated)
    0.8% | -7.3% | ? | 9.1% | -20.9% | ? | 3.0% | -4.2%
CS(=O)(=O)Nc1ccccc1Oc1ccccc1
    3.3% | 0.3% | 5.8% | -2.6% | 4.8% | 5.3% | -8.7% | -2.0%
S=c1[nH]ncn1/N=C/c1cccc(Oc2ccccc2)c1
    . | 1.8% | 17.8µM* | -16.7% | -36.9%[inhibitor] | -3.4% | -3.7% | -8.9%
COc1ccc(-c2[nH]nc3oc(=O)c(CCO)c(C)c23)cc1
    -4.7% | 2.9% | -9.8% | -8.8% | -6.2% | -1.9%[9.22 µM] | -9.1% | 1.7%
CC(C)NC(=O)c1cc2c(s1)CCCC2
    -10.2% | -21.1% | ? | -8.3% | -17.4% | -4.2% | -3.0% | 8.4%
